# Sm TGR block: inhibitors of Schistosoma mansoni thioredoxin glutathione reductase; purified TGR, DTNB reduction, TNB absorbance 405 nm; 3% of 360,000 active; Potency, µM (series often up to 114 µM), inactives show at the top dose activity change, negative = inhibition, actives largely listed as inhibitors; Q962Y6; note: potency is the fitted concentration of half-maximal effect; nearly all actives have a fitted effect of over 60% in size
#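 First, TGR (20 nM dispensed) and NADPH were mixed with compound. Second, a 15 min room-temperature incubation followed. Third, further NADPH and then DTNB were added to start the reaction. Finally, TNB absorbance was monitored kinetically.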
# AMA1 RON2 block: disrupts binding of P. falciparum AMA1 to RON2. 0.2% of 360,000 active. Potency, µM (series often up to 58.2 µM), for the others: at the highest dose activity change, negative = inhibition, most hits filed as inhibitors. AlphaScreen AMA1-biotinylated RON2 peptide binding;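 note: potency is the fitted concentration of half-maximal effect; 0% = vehicle wells and -100% = peptide control; nearly all actives have a fitted effect of over 45% in size; some results filed as inactive show a strong effect at the top dose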
#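 AMA1 (3D7) with his tag at 25 nM final met compounds first, then biotinylated RON2 peptide at 25 nM; detection used donor plus acceptor beads, 10 µg/mL apiece, read by AlphaScreen after 30 min at room temperature.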
# AmpC inh no detg: blocks E. coli AmpC beta-lactamase in detergent-free assay. P00811. AmpC nitrocefin hydrolysis, absorbance 480 nm, 0.0001% Triton. Potency, µM (top dose mostly 57.1 µM), without a hit: top-dose activity change, negative = inhibition, most hits filed as inhibitors. 0.52% of 330,000 active;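 note: potency is the fitted concentration of half-maximal effect; plate controls were no compound for no effect and no enzyme for full effect; nearly all actives have a fitted effect of over 20% in size; some results filed as inactive show a strong effect at the top dose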
# Target sequence (P00811 whole entry, looked up): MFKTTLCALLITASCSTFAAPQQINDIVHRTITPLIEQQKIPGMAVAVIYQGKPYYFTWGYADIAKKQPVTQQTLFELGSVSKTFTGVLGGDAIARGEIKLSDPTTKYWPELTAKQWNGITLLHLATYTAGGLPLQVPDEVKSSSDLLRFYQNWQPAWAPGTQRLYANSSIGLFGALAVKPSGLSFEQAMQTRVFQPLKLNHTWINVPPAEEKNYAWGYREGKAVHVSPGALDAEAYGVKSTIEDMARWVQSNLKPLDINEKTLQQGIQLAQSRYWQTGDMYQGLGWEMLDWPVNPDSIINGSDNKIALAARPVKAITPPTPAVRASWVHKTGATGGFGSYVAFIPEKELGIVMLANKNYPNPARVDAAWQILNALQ
#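 20 mM phosphate pH 7.0 + 0.01% (detergent screen) or 0.0001% Triton X-100; 5.3 nM AmpC reagent; cpd preinc 15 min RT; nitrocefin (800 uM stock) to start; A480 q20 s × 4 min; Activity was normalised to no-enzyme and no-compound control wells.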
# HCMV inh: blocks human cytomegalovirus replication | activity change, negative = inhibition, % at 57.5 µM | AID 1259415 | HFF cells, HCMV-luciferase reporter, 72 h; stronger effect = lower value | 4.5% of 410,000 active; in the data active = activity change below about -60%; inconclusive = no clear call, values can overlap the other calls; inactive = above about -39%
#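 HFF cells seeded 16 h at 37C, treated with compounds, infected with luciferase-reporter HCMV at MOI 1 PFU/cell; luciferase read at 72 h post infection, normalized to buffer-only and Salinomycin controls.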
# Tb PYK inh: blocks Trypanosoma brucei pyruvate kinase. TbPYK enzyme, Kinase-Glo Plus ATP luminescence, 45 min. Potency, µM (top dose mostly 76.8 µM), for inactives: at the top dose activity, negative = inhibition, most hits filed as inhibitors. 0.12% of 410,000 active. AID 624173; note: potency is the fitted concentration of half-maximal effect; nearly all actives have a fitted effect of over 50% in size
#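 Assay buffer: 50 mM TEA pH 7.2, 100 mM KCl, 10 mM MgCl2, 0.05% BSA, 0.01% Tween-20. Pyruvate kinase from T. brucei plus substrate met compound, then ADP (130 uM final). Luminescence was read post 45 min RT.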
# LmPK inh: inhibitors of Leishmania mexicana pyruvate kinase | 0.37% of 290,000 active | Potency, µM (series often up to 57.5 µM), for the others: top-dose activity change, negative = inhibition, usual class: inhibitors | purified LmPK, Kinase-Glo ATP luminescence, 1 h; note: potency is the fitted concentration of half-maximal effect
# Target sequence (Q27686 whole entry, looked up): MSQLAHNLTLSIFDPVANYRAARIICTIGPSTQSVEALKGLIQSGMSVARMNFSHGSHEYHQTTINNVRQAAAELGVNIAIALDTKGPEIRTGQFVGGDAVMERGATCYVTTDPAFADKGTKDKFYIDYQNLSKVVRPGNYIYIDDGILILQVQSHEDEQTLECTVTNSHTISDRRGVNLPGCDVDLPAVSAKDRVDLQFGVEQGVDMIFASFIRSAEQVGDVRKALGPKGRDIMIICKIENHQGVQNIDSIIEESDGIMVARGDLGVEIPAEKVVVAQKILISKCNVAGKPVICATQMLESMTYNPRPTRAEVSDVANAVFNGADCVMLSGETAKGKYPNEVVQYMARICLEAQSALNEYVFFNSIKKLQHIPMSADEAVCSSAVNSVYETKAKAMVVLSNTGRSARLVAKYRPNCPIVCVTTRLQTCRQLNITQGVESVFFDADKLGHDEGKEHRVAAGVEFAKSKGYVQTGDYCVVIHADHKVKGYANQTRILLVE
#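 In 50 mM imidazole pH 7.2 with 7 mM MgCl2, LmPK (0.1 nM) turned over PEP (0.5 mM) and ADP (0.1 mM) for 1 h at room temperature. Luciferase read-out of ATP.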
# AmpC inh detg: AmpC beta-lactamase inhibition with detergent present | P00811 | AmpC hydrolysis of nitrocefin, absorbance 480 nm, 0.01% Triton | Potency, µM (doses to about 114 µM), inactives show at the highest dose activity change, negative = inhibition, actives largely listed as inhibitors | 0.041% of 370,000 active | AID 485294;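 note: potency is the fitted concentration of half-maximal effect; 0% = no-compound wells and -100% = no-enzyme wells; nearly all actives have a fitted effect of over 25% in size; some results filed as inactive show a strong effect at the top dose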
#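 20 mM phosphate pH 7.0 + 0.01% (detergent screen) or 0.0001% Triton X-100; 5.3 nM AmpC reagent; cpd preinc 15 min RT; nitrocefin (800 uM stock) to start; A480 q20 s × 4 min; Activity was normalised to no-enzyme and no-compound control wells.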
# The depositor's hits bear a star; ? = inconclusive; · = no result given; & = joins results of further samples; [ ] = remark or other dose. Unless noted, calls come from the whole dose curve; as a rule, active = well fitted curve in the direction sought with a large enough effect; inconclusive = small, poorly fitted or top-dose-only effect, or another doubt; inactive = no such curve, though single readings can be large; an effect the other way counts as inactive or inconclusive. Unless noted, % is set by controls: 0 for no effect and ±100 for the full control effect. Outcome played no part in choosing rows; about 7.4% have a hit in one of these screens.
SMILES,Sm TGR block,AMA1 RON2 block,AmpC inh no detg,HCMV inh,Tb PYK inh,LmPK inh,AmpC inh detg
O=C1CN(C(=O)c2c(F)cccc2F)C(c2ccc(F)cc2)c2cc(F)ccc2N1 (stereo not drawn),3%,-1%,-13%,61,0%,4%,-2%
COCCNC(=O)C1CCCN(C(=O)c2cc(C)n(C(C)(C)C)n2)CC1 (stereo not drawn),·,0%,·,-25,-3%,·,·
O=c1c(O)c(-c2cccs2)oc2ccccc12,-2%,24%,-17%,-7,-13%,-3%,4%
C=CCN1CCN(C(=O)c2oc3ccccc3c2C)CC1,2%,-16%,0%,42,-10%,1%,1%
CC(NC(=O)CCC1COc2ccccc2O1)c1ccccc1 (stereo not drawn),-13%,3%,4%,5,-3%,1%,-11%
Cc1nn(Cc2ccc(Cl)c(Cl)c2)c(C)c1NC(=O)c1cc(CC(C)C)on1,0%,-1%,79%[activator],-31,2%,2%,?
COc1ccccc1N1CCN(CCc2c[nH]c3cc4c(cc23)OCO4)CC1,·,?,·,-39,-2%,·,·
COc1ccc2c(c1OC)C(=O)OC2Nc1ncccc1C (stereo not drawn),-19%,-2%,-17%,70,3%,1%,?
O=C(N[C@H](C(=O)O)c1ccccc1)C1CCC(Cn2cnc3ccccc3c2=O)CC1 (stereo partly drawn),5%,5%,-14%,6,0%,1%,-2%
O=C(N/N=C/C(Br)=C/c1ccccc1)c1ccccc1F,-21%,10%,-33%,12,-1%,-5%,?
O=C(Nc1nnc(CCc2ccccc2)s1)C1CCCO1 (stereo not drawn),1%,6%,-9%,25,-13%,2%,1%
CC1CCCN(S(=O)(=O)c2ccc(C(=O)Nc3nnc(-c4ccncc4)o3)cc2)C1 (stereo not drawn),12%,101%[activator],-15%,-96*,1%,0%[11.5 µM],4%
CCOC(=O)Cn1c(=O)c(C#N)cn(C(C)C)c1=O,2%,-9%,-17%,-22,1%,5%,8%
C#CC[N+]1(CC#Cc2ccc(C)cc2)CCCCC1,-25%,5%,-12%,14,3%,-2%,-3%
COc1ccc(CCNC(=O)c2cc(S(=O)(=O)N3CCCCC3)c[nH]2)cc1OC,-14%,14%,-43%,26,-4%,0%,-4%
CCc1c(O)cc2n(c1=O)-c1ccccc1C2(C)C,-12%,12%,-11%,40,1%,3%,?
Cc1ccc(C)c(NC(=O)CSc2nc(-c3ccccc3Cl)nc3c2Cc2c(CO)cnc(C)c2O3)c1,5%,·,·,-11,-1%,·,-12%
CCN1CCN(C(=O)c2cc(COc3ccc(F)cc3F)on2)[C@@H](C)C1=O,-15%,-8%,20%,?,-2%,2%,-10%
CC12C(=O)N(c3ccccn3)C(=O)C1C1C=CC2C1 (stereo not drawn),8%,-5%,-8%,-32,2%,11%,0%
O=C(c1cc(C2CC2)nn1-c1ccccc1)N1CCN(S(=O)(=O)c2ccc(F)cc2)CC1,·,-7%,·,-8,-7%,·,·

# Arranged by SMILES length (lowest first): six of the compounds above.
SMILES,Sm TGR block,AMA1 RON2 block,AmpC inh no detg,HCMV inh,Tb PYK inh,LmPK inh,AmpC inh detg
C#CC[N+]1(CC#Cc2ccc(C)cc2)CCCCC1,-25%,5%,-12%,14,3%,-2%,-3%
C=CCN1CCN(C(=O)c2oc3ccccc3c2C)CC1,2%,-16%,0%,42,-10%,1%,1%
CC(NC(=O)CCC1COc2ccccc2O1)c1ccccc1 (stereo not drawn),-13%,3%,4%,5,-3%,1%,-11%
O=C(N/N=C/C(Br)=C/c1ccccc1)c1ccccc1F,-21%,10%,-33%,12,-1%,-5%,?
CCN1CCN(C(=O)c2cc(COc3ccc(F)cc3F)on2)[C@@H](C)C1=O,-15%,-8%,20%,?,-2%,2%,-10%
Cc1ccc(C)c(NC(=O)CSc2nc(-c3ccccc3Cl)nc3c2Cc2c(CO)cnc(C)c2O3)c1,5%,·,·,-11,-1%,·,-12%

# More compounds follow.
SMILES,Sm TGR block,AMA1 RON2 block,AmpC inh no detg,HCMV inh,Tb PYK inh,LmPK inh,AmpC inh detg
CCN(CC(=O)NCc1cccs1)C(=O)CN(C)S(=O)(=O)c1ccc(C)cc1,-1%,-10%,-3%,-19,0%,·,-7%
COc1ccc(CNC(=O)CCCn2nc(C)n3ccnc3c2=O)cc1,4%,-10%,-12%,5,1%,-6%,-16%
CC(C)(C)n1nc2c(c1NC(=O)CCCc1ccccc1)CS(=O)C2 (stereo not drawn),7%,2%,-5%,11,-3%,3%,-6%
Cc1ccc(N2C(=O)c3ccc(C(=O)N4CCN(Cc5ccccc5)CC4)cc3C2=O)cc1,4%,9%,44%,-17,0%,4%,-3%
Cc1ccc2cccc(NC(=S)NC(=O)c3ccnn3C)c2n1,-35%,43%[activator],51%,-2,1%,4%,1%
O[C@@H]1CN(Cc2ccc(-n3cccn3)cc2)CC[C@H]1N1CCN(c2ccccc2F)CC1,-18%,-2%,71%[activator],?,2%,9%,-15%
Oc1ccc(Cl)cc1CNCc1ccc(Cl)nc1,-8%,16%,-13%,-30,2%,·,-3%
CC(=O)c1cccc(NC(=O)C(C)OC(=O)c2ccc3ncsc3c2)c1 (stereo not drawn),-20%,15%,-24%,-3,1%,·,3%
O=C(O)CC(C(=O)O)N1C(=O)/C(=C/C=C/c2ccco2)SC1=S (stereo not drawn),5µM*,?,-41%,?,?,-8%,-2%
Cn1nccc1C(=O)Oc1ccc(/C=N/NC(=O)c2ccccc2O)cc1,1%,-28%,-38%,-20,3%,-1%[11.5 µM],-5%
O=C(OCn1ncc(Cl)c(Cl)c1=O)c1ccc(F)cc1,7.1µM*,·,-14%,·,·,2%,-13%
COc1cc(OC)cc(N(C(=O)c2ccco2)C(C(=O)NC2CCCC2)c2ccc(N3CCOCC3)cc2)c1 (stereo not drawn),1%,-3%,114%[activator],14,?,2%,4%
CC1CCN(C2CCN(S(=O)(=O)c3ccc(F)cc3)CC2)CC1,-19%,-1%,-18%,-16,-2%,-4%,?
COc1ccc(/C=C/C(=O)c2ccoc2)cc1,-41%,-15%,-19%,51,1%,-17%,-7%
CCN(Cc1ccc(C#CCCO)cc1)CC1CCCN(CCc2cccc(OC)c2)C1 (stereo not drawn),-12%,6%,37%,-18,-1%,1%,-5%
CCOc1ccccc1NC(=O)Cn1c(=O)n(Cc2ccco2)c(=O)c2sc3ccccc3c21,-15%,·,·,30,-10%,·,5%
CC(C(=O)Nc1cc(C(F)(F)F)ccc1N1CCOCC1)N1C(=O)C2CCCCC2C1=O (stereo not drawn),4%,-7%,-15%,-5,-7%,·,6%
COC(=O)c1ccc(CSc2nc3c(cnn3-c3ccc(C)cc3)c(=O)[nH]2)o1,-11%,5%,-13%,?,4%,2%,?
CCS(=O)(=O)N1CCC(C(=O)NCc2ccco2)CC1,0%,-2%,-9%,31,1%,10%,3%
CCN(CC)C(=O)C1=C(C)NC(=O)NC1c1c(F)cccc1Cl (stereo not drawn),-16%,-7%,-14%,39,4%,3%,-6%
O=C(CNC(=O)c1cccc(Br)c1)N/N=C/c1cccnc1,2%,-8%,-3%,?,1%,8%,?
Cn1c(=O)n(C)c2cc(S(=O)(=O)Nc3ccccc3C(=O)O)ccc21,7%&2%,-2%,-10%,18&3,-1%&1%,-8%,-1%&20%
CCOC(=O)N1CCN(S(=O)(=O)c2ccc3[nH]c(=O)sc3c2)CC1,-6%,0%,-15%,-11,2%,-1%,-12%
Cc1ccc(-c2nc(C)sc2CC(=O)OCC(=O)Nc2c(F)cccc2F)cc1,-2%,-12%[11.6 µM],-21%,5,-1%,1%,-2%
CCc1ccc(NC(=O)c2cnn3ccccc23)cc1,-6%,0%,-22%,-31,-25%,-20%,?
CCCNC(=O)c1ccc(N2CCC3(CC2)CC(c2ccccc2)=NO3)c(NC(=O)c2ccc(Br)cc2)c1,5%,18%,-31%,17,2%,4%,2%
COc1ccc(C(=O)CN2C(=O)NC3(CCCCCC3)C2=O)cc1,·,-1%,·,62,-1%,·,·
Cc1ccc(F)c(S(=O)(=O)NC(=O)C2(C)CCN2C(=O)c2ccc(C3CCCCC3)cc2)c1 (stereo not drawn),·,0%,·,-25,-1%,·,·
N#CCCN(C(=O)COC(=O)COc1ccccc1Cc1ccccc1)c1ccccc1,-6%,1%,42%,4,-3%,·,1%
COc1cc2c(cc1O)CC[n+]1cc3c(OC)c(OC)ccc3cc1-2,-15%,-4%,-34%,-32,0%,11%,-5%
O=C(CNS(=O)(=O)c1ccc([N+](=O)[O-])cc1)N/N=C/c1ccc(O)cc1O,-1%,77%[activator],-36%,12,-1%,3%,0%
O=C(O)C1=C(C(=O)O)C2CCC1C2,·,2%,·,-28,-2%,·,·
COc1ccccc1CNC(=O)CN1C(=O)CCc2cc(S(=O)(=O)N3CCOCC3)ccc21,-1%,·,·,3,10%,·,6%
CCOc1ccc(/C=N/NC(=S)Nc2c(C)cccc2C)cc1,-7%,69%[activator],-27%,?,2%,0%,-6%
CC(C)C1COC(c2cccn2Cc2ccccc2Cl)=N1 (stereo not drawn),-5%,-19%,-14%,1,1%,1%,4%
O=C(CSc1nnnn1-c1ccc(O)cc1)Nc1cccc(S(=O)(=O)N2CCCC2)c1,-24%,-9%,-43%,-73*,-6%,12%,0%
Cc1cccc(OC(=O)c2nc(SCc3ccccc3F)ncc2Cl)c1,9%,·,·,-26,-8%,·,24%
COc1ccc(OC)c(NC(=O)C2CCCN(S(=O)(=O)c3c(C)noc3C)C2)c1 (stereo not drawn),11%,-14%,3%,-30,-6%,0%,3%
COc1ccc(CNC(=O)/C=C/C(=O)O)cc1OC,?,-3%,-12%,34,-4%,-4%,-16%
O=C(COC(=O)COc1cccc(C(F)(F)F)c1)NC1CCS(=O)(=O)C1 (stereo not drawn),-7%,11%,?,-19,-13%,·,?
c1ccc(C(NCCNC(c2ccccc2)c2ccccc2)c2ccccc2)cc1,-6%,-5%,-15%,-7,13%,-1%,4%
Cc1ccc(SCCC(=O)Nc2ccccc2C(=O)NC(C)C)cc1,0%,-5%,-23%,61,3%,-4%,?
C1CCCCCC2(CCCCC1)OCC(CN1CCOCC1)O2 (stereo not drawn),-2%,-24%,-2%,-2,-11%,-2%,-7%
CCCCCc1nc2c(C#N)c(-c3ccc(Cl)cc3)ccn2n1,-11%,-17%,-21%,-21,3%,3%,-3%
CCn1c(CN2CCC(C)CC2)nc2cc(S(=O)(=O)N3CCCCC3)ccc21,·,3%,·,14,-10%,·,·
